CDK5 p35 inh: CDK5/p35 (human) kinase inhibition | Q00535+Q15078 | Recombinant CDK5/p35, ADP-Glo luminescence, 60 min | inhibition, % at 10 µM | actives 0.01% (n = 330,000) | AID 488839;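 active = highest replicate inhibition of at least 50% and at least 75% of replicates reaching 50%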;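 also: plate controls were DMSO neutral control for no effect and GW8510 at 10 µM for full effect; many of its hits are not listed in these tables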
HTR5A ag: HTR5A agonism, opioid heterodimer counter-screen; AID 504692; actives 0.61% (n = 340,000); HTR5A agonist assay, luminescence, cell-based; activation, % at 9.3 µM; in the data active = activation mostly above about 9.5%, no sharp cut-off; inactive = mostly below about 7.6%;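 also: 0% = cells with vehicle only and 100% = reference agonist; strong numbers were not always called active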
PKA-R1A act: activates the PKA-R1A holoenzyme complex; PKA-R1A dissociation, Cy5-IP20 fluorescence polarization; scaled: DMSO 0%, 113 µM cGMP 100%; actives 0.083% (n = 340,000); activation, % at 11.4 µM; P00514+P68181;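 active = percent activation above the mean of all tested compounds plus 3 SD, cut at about 19% in these data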;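 also: higher means more PKAc released from R1A so a rise in polarization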
phage Ecoli inh: E. coli growth loss with phage present; growth absorbance; inhibition, % at 11.9 µM; actives 0.26% (n = 360,000); AID 651602; in the data active = inhibition above about 11%
Tat export inh: inhibitors of E. coli Tat protein transport. inhibition, % at 10 µM. actives 0.036% (n = 340,000). E. coli MC4100 TorA-mCherry Tat export, fluorescence;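 active = mean replicate inhibition at least 50% and at least half of replicates individually reaching 50%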;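 also: exported cargo escapes ClpAP degradation while cytoplasmic cargo is degraded and loses fluorescence; 0% = median of neutral control wells and 100% = median of NaSCN control wells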
E coli growth: bacterial growth inhibition, counter-screen for AddAB inhibitors | E. coli V3065 growth, OD600 absorbance, 18 h | AID 449728 | inhibition, % at 11.9 µM | actives 0.27% (n = 330,000);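 active = inhibition above the campaign's mean inhibition across all tested compounds plus 3 SD, cut at about 9.9% in these data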;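 also: uninfected addAB+ strain grown without phage in ampicillin broth; 0% = DMSO wells and 100% = ciprofloxacin 0.95 µg/ml wells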
DAGLB inhibitor: diacylglycerol lipase beta (human) inhibition | inhibition, % at 5.17 µM | actives 0.059% (n = 340,000) | HEK293T DAGLB membrane lysate, EnzChek fluorogenic substrate; in the data active = inhibition above about 34%;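 also: 0% = enzyme with vehicle and 100% = wells lacking enzyme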
Target sequence (Q8NCG7 whole entry, looked up): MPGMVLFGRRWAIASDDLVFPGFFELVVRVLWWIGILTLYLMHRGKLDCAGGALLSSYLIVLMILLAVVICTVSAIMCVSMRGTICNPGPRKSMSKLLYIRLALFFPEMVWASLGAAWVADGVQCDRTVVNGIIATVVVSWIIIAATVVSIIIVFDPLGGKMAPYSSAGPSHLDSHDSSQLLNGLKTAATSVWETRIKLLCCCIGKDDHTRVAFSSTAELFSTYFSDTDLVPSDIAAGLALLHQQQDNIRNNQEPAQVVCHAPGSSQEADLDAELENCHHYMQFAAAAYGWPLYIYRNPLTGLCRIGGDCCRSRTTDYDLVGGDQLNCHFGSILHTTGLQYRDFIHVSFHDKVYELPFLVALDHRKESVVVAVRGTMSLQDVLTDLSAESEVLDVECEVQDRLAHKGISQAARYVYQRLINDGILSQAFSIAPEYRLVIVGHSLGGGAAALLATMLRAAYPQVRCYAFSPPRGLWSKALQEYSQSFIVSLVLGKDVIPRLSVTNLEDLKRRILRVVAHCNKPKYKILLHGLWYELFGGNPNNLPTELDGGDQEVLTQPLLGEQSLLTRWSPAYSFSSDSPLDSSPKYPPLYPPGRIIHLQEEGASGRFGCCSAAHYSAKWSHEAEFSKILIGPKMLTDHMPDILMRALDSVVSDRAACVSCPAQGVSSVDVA
HTR5A inv ctr: HTR5A inverse agonism, opioid heterodimer counter-screen. P47898. HTR5A cell line, luminescence. inhibition, % at 9.3 µM. actives 0.083% (n = 340,000). AID 504634; in the data active = inhibition mostly above about 23%, no sharp cut-off; inactive = mostly below about 18%;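 also: 0% = cells with DMSO and 100% = no-cell wells with DMSO; some compounds called inactive have numbers as strong as hits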
Mot1-301 SUMO: inhibitors of SUMOylation pathway: yeast Mot1-301 growth rescue. S. cerevisiae Mot1-301 growth rescue, ATP luminescence, 38.5C; percent above DMSO median, 100 means doubled. growth rescue, % at 18.8 µM. actives 1% (n = 320,000). AID 2716;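 active = every valid replicate shows activation above 250% relative to neutral control wells; inactive = the rest, any valid replicate at or below 250%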;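 also: OY570 slx delta 5 strain wells were the positive control but not used for scaling; some compounds called inactive have numbers as strong as hits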
AddAB inh: less growth of phage-infected E. coli with AddAB; inhibition, % at 11.9 µM; E. coli expressing H. pylori AddAB, absorbance growth; actives 0.29% (n = 330,000); in the data active = inhibition above about 12%;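 also: 0% = vehicle wells of infected cells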
PKA-R2B act: activators of human PKA-R2B complex | P22694+P31323 | PKA-R2B holoenzyme dissociation, Cy5-IP20 fluorescence polarization; R2B truncated from residue 108, S112A mutant; 0% DMSO only, 100% 113 µM cGMP | activation, % at 11.4 µM | actives 0.079% (n = 340,000);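 active = activation above a cutoff set at the mean over all compounds plus 3 SD, cut at about 18% in these data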;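 also: higher means more holoenzyme dissociation and a rise in polarization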
Target sequence (P31323 whole entry, looked up, other chains not shown, the tested form may be a part): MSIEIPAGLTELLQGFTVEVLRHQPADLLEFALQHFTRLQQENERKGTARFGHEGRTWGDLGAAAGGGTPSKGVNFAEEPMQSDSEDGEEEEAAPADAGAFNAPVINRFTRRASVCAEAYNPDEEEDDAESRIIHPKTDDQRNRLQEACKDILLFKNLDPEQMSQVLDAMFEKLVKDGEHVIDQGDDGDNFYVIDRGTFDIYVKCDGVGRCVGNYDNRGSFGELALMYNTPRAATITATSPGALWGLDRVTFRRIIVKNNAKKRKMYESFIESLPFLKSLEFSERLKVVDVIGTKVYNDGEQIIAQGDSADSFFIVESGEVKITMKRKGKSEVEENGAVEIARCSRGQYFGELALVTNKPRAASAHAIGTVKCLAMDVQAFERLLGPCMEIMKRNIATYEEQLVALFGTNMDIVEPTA
* hit, by the source's call.

Screening CCn1c(=O)cc(SCC(=O)N2CCN(C3CCCCC3)CC2)c2ccccc21 returned CDK5 p35 inh -0.8, HTR5A ag -1, PKA-R1A act -13, phage Ecoli inh 2.2, Tat export inh 0, E coli growth -0.7, DAGLB inhibitor 0, HTR5A inv ctr -32, Mot1-301 SUMO -10, AddAB inh 2.8 and PKA-R2B act -8.
Screening N#Cc1ccc(-c2cccnc2)nc1SCC(=O)c1ccccc1 returned CDK5 p35 inh 0.4, HTR5A ag 6, PKA-R1A act 2, phage Ecoli inh 1.0, Tat export inh 11, E coli growth -1.1, DAGLB inhibitor -8, HTR5A inv ctr -30, Mot1-301 SUMO -10, AddAB inh -3.1 and PKA-R2B act -7.
Screening O=S(=O)(c1ccc(Br)cc1)N1CCN(c2cc(-c3ccccc3)nc3ncnn23)CC1 returned CDK5 p35 inh -0.8, HTR5A ag 0, PKA-R1A act -10, Tat export inh -12, E coli growth -1.2, DAGLB inhibitor -1, HTR5A inv ctr -5, Mot1-301 SUMO -22, AddAB inh 2.6 and PKA-R2B act 1.
Screening CCc1cc(=O)oc2c3c(cc(OCC(=O)NC4CC4)c12)OC(C)(C)CC3 returned CDK5 p35 inh -0.1, HTR5A ag 7, PKA-R1A act -3, phage Ecoli inh 2.2, Tat export inh -2, E coli growth -2.5, DAGLB inhibitor -1, HTR5A inv ctr -1, Mot1-301 SUMO 2, AddAB inh 2.9 and PKA-R2B act -1.
For CCOc1ccc(-c2c(C(=O)N/N=C/c3ccc(OC(C)C)cc3)nnn2-c2nonc2N)cc1 the results were CDK5 p35 inh -1.9, HTR5A ag 4, PKA-R1A act -3, phage Ecoli inh 2.4, Tat export inh 8, E coli growth -0.1, DAGLB inhibitor -4, HTR5A inv ctr -11, Mot1-301 SUMO 4, AddAB inh 1.9 and PKA-R2B act -2.
CNC(=S)N(CCc1c(C)[nH]c2ccc(C)cc12)Cc1ccco1 was read as CDK5 p35 inh 0.7, HTR5A ag 0, PKA-R1A act -4, phage Ecoli inh 3.1, Tat export inh 6, E coli growth -1.0, DAGLB inhibitor 9, HTR5A inv ctr 0, Mot1-301 SUMO -3, AddAB inh -1.1 and PKA-R2B act 0.
CC(C)OC(=O)C1Cc2ccccc2CN1S(=O)(=O)c1cccs1 (stereo not given) was read as CDK5 p35 inh 0.9, HTR5A ag -1, PKA-R1A act -2, phage Ecoli inh -0.8, Tat export inh 2, E coli growth 0.2, DAGLB inhibitor -4, HTR5A inv ctr -8, Mot1-301 SUMO -31, AddAB inh 6.7 and PKA-R2B act 7.
O=C(CCCO)NNc1c2ccccc2nc2ccccc12 was read as CDK5 p35 inh 0.2, HTR5A ag 5, PKA-R1A act 9, phage Ecoli inh 2.2, Tat export inh -3, E coli growth 0.4, DAGLB inhibitor 2, HTR5A inv ctr -17, Mot1-301 SUMO 14, AddAB inh 2.8 and PKA-R2B act -1.
`Cc1ccc(C)c(OCC(=O)Nc2ccc(S(=O)(=O)Nc3ccccn3)cc2)c1` gave CDK5 p35 inh -1.3, HTR5A ag -1, PKA-R1A act -2, phage Ecoli inh 3.4, Tat export inh 3, E coli growth 1.8, DAGLB inhibitor 0, HTR5A inv ctr -1, Mot1-301 SUMO 235, AddAB inh 2.4 and PKA-R2B act -5.
Screening COc1ccccc1OCC(=O)Nc1cc(Cl)ccc1Oc1ccccc1 returned HTR5A ag -1, PKA-R1A act -13, phage Ecoli inh 1.9, Tat export inh -2, E coli growth -0.4, DAGLB inhibitor 0, HTR5A inv ctr 11, Mot1-301 SUMO 5, AddAB inh 0.7 and PKA-R2B act -10.
For Cc1cccc(N2CC(C(=O)OCc3ccc([N+](=O)[O-])cc3)CC2=O)c1 (stereo not given) the results were CDK5 p35 inh -0.2, HTR5A ag 1, PKA-R1A act -10, phage Ecoli inh 2.0, Tat export inh -1, E coli growth 0.2, DAGLB inhibitor -4, HTR5A inv ctr 1, Mot1-301 SUMO -1, AddAB inh 0.4 and PKA-R2B act -8.
For COc1ccccc1C(=O)COC(=O)/C=C/c1ccccc1 the results were CDK5 p35 inh -0.3, HTR5A ag 1, PKA-R1A act -4, phage Ecoli inh 0.9, Tat export inh 2, E coli growth -0.4, DAGLB inhibitor -10, HTR5A inv ctr -2, Mot1-301 SUMO 13, AddAB inh 1.5 and PKA-R2B act -3.
Screening CCOC(=O)C1CCCN(CC(=O)/C=C2/N(C)c3ccccc3C2(C)C)C1 (stereo not given) returned CDK5 p35 inh -0.3, HTR5A ag 3, PKA-R1A act -7, phage Ecoli inh 3.8, Tat export inh -2, E coli growth -0.2, DAGLB inhibitor -1, HTR5A inv ctr 3, AddAB inh 0.3 and PKA-R2B act 4.
`O=C(NCc1ccc(F)cc1)N1CCN(C(=O)c2ccccc2)CC1` gave CDK5 p35 inh 0.0, HTR5A ag -4, PKA-R1A act -5, phage Ecoli inh 0.8, Tat export inh -8, E coli growth -4.5, DAGLB inhibitor 1, HTR5A inv ctr 10, AddAB inh -1.9 and PKA-R2B act -3.
Screening CCOC(=O)c1ccc(NC(=O)N2CCN(CCc3ccccc3)CC2)cc1 returned CDK5 p35 inh 0.0, HTR5A ag 1, PKA-R1A act -10, phage Ecoli inh 1.8, Tat export inh 0, E coli growth 0.7, DAGLB inhibitor -1, HTR5A inv ctr -5, Mot1-301 SUMO -1, AddAB inh 2.9 and PKA-R2B act -9.
Screening Cc1cccc(NC(=O)[C@H](NC(=O)[C@@H]2Cc3ccccc3CN2)c2ccccc2)c1 returned HTR5A ag 1, PKA-R1A act -10, phage Ecoli inh 1.6, Tat export inh -4, E coli growth 1.5, DAGLB inhibitor -4, HTR5A inv ctr -5, Mot1-301 SUMO -5, AddAB inh 3.7 and PKA-R2B act -14.
For O=C(CNC(=O)c1cccs1)N/N=C/c1ccc(Cl)cc1 the results were CDK5 p35 inh -2.2, HTR5A ag 2, PKA-R1A act 0, phage Ecoli inh -4.2, Tat export inh 3, E coli growth -0.4, DAGLB inhibitor 2, HTR5A inv ctr -6, Mot1-301 SUMO -17, AddAB inh 1.6 and PKA-R2B act 6.
Screening c1ccc(Nc2ncnc3c2oc2ccccc23)cc1 returned CDK5 p35 inh -0.4, HTR5A ag 3, PKA-R1A act 4, phage Ecoli inh -1.4, Tat export inh -3, E coli growth -1.1, DAGLB inhibitor -4, HTR5A inv ctr 8, Mot1-301 SUMO 26, AddAB inh 2.0 and PKA-R2B act -12.
CC(C)CCOC(=O)/C(=C/c1ccco1)NC(=O)/C=C/c1ccccc1 was read as CDK5 p35 inh -1.3, HTR5A ag 2, PKA-R1A act -15, phage Ecoli inh 2.0, Tat export inh 2, E coli growth 0.2, DAGLB inhibitor -2, HTR5A inv ctr -6, Mot1-301 SUMO 60, AddAB inh -1.5 and PKA-R2B act -4.
Screening COC(=O)c1c(O)c2c([nH]c1=O)CCCC2 returned CDK5 p35 inh -0.4, HTR5A ag 1, PKA-R1A act -7, phage Ecoli inh 1.1, Tat export inh 5, E coli growth -1.0, DAGLB inhibitor 2, HTR5A inv ctr -8, Mot1-301 SUMO -6, AddAB inh -0.8 and PKA-R2B act -3.
`COc1ccccc1-n1cnnc1SC(C)C(=O)NCC1CCCO1` (stereo not given) gave CDK5 p35 inh -0.8, HTR5A ag 1, PKA-R1A act -10, phage Ecoli inh 2.5, Tat export inh 4, E coli growth -0.7, DAGLB inhibitor 0, HTR5A inv ctr -3, Mot1-301 SUMO 9, AddAB inh 1.9 and PKA-R2B act 9.
Screening CC(C)c1ccc(C(=O)OC2CCOC2=O)cc1 (stereo not given) returned CDK5 p35 inh -1.0, HTR5A ag 0, PKA-R1A act 3, phage Ecoli inh -0.6, Tat export inh 1, E coli growth -1.6, DAGLB inhibitor -5, HTR5A inv ctr -19, Mot1-301 SUMO 55, AddAB inh 0.7 and PKA-R2B act 0.
Screening Cc1ccc(N=C2NC(=O)C(CC(=O)O)S2)cc1 (stereo not given) returned CDK5 p35 inh 2.0, HTR5A ag 0, PKA-R1A act 6, Tat export inh -4, E coli growth 0.0, DAGLB inhibitor -3, HTR5A inv ctr 3, Mot1-301 SUMO -5, AddAB inh 1.3 and PKA-R2B act 1.
CN(C)C(=O)c1ccc(NC(=O)COC(=O)Cn2cc(C(F)(F)F)ccc2=O)cc1 was read as CDK5 p35 inh -0.2, HTR5A ag 0, PKA-R1A act 0, phage Ecoli inh 0.5, Tat export inh 20, E coli growth 0.3, DAGLB inhibitor 0, HTR5A inv ctr 0, Mot1-301 SUMO -8, AddAB inh -0.3 and PKA-R2B act -4.
For COc1ccc(C(=O)OC(C)C(=O)Nc2cc(C(F)(F)F)ccc2Cl)c(OC)c1OC (stereo not given) the results were CDK5 p35 inh -1.1, HTR5A ag 0, PKA-R1A act -8, phage Ecoli inh -0.2, Tat export inh 6, E coli growth -0.9, DAGLB inhibitor -19, HTR5A inv ctr 3, Mot1-301 SUMO 4, AddAB inh 2.7 and PKA-R2B act -20.
CO/N=C/C(c1ncc(C(F)(F)F)cc1Cl)S(=O)(=O)c1ccccc1 (stereo not given) was read as CDK5 p35 inh 0.2, HTR5A ag 1, PKA-R1A act -2, phage Ecoli inh 0.1, Tat export inh -1, E coli growth 0.4, DAGLB inhibitor -7, HTR5A inv ctr -20, Mot1-301 SUMO 106, AddAB inh 1.5 and PKA-R2B act 2.
Screening COc1ccccc1OCC(=O)NCCC1=CCCCC1 returned CDK5 p35 inh -1.6, HTR5A ag 0, PKA-R1A act 5, phage Ecoli inh 4.5, Tat export inh -2, E coli growth -0.4, DAGLB inhibitor 0, HTR5A inv ctr -21, Mot1-301 SUMO 18, AddAB inh 2.2 and PKA-R2B act 3.
`COc1ccc(CN2C(=O)NC3(CCCC3)C2=O)cc1F` gave CDK5 p35 inh -2.1, HTR5A ag -3, PKA-R1A act 1, phage Ecoli inh 4.3, Tat export inh 0, E coli growth 1.6, DAGLB inhibitor 0, HTR5A inv ctr -7, Mot1-301 SUMO 334, AddAB inh 3.1 and PKA-R2B act -6.
`O=C1CCC/C=C/C[C@H](CC(=O)N(CCO)Cc2ccccc2)C(=O)N[C@@H](Cc2ccccc2)CO1` gave CDK5 p35 inh -2.2, HTR5A ag -2, PKA-R1A act 4, phage Ecoli inh 0.3, Tat export inh 4, E coli growth 3.1, DAGLB inhibitor -1, HTR5A inv ctr 12, Mot1-301 SUMO -10, AddAB inh 0.9 and PKA-R2B act 8.
`O=C(CN1C(=O)NC2(CCCCCC2)C1=O)N1CCCCC1` gave CDK5 p35 inh -0.4, HTR5A ag -3, PKA-R1A act 1, phage Ecoli inh 3.6, Tat export inh 4, E coli growth -1.0, DAGLB inhibitor -2, HTR5A inv ctr 8, Mot1-301 SUMO -18, AddAB inh 2.1 and PKA-R2B act -5.

Two compounds picked at random from the list so far:
For COc1ccc(C(=O)OC(C)C(=O)Nc2cc(C(F)(F)F)ccc2Cl)c(OC)c1OC (stereo not given) the results were CDK5 p35 inh -1.1, HTR5A ag 0, PKA-R1A act -8, phage Ecoli inh -0.2, Tat export inh 6, E coli growth -0.9, DAGLB inhibitor -19, HTR5A inv ctr 3, Mot1-301 SUMO 4, AddAB inh 2.7 and PKA-R2B act -20.
Screening COC(=O)c1c(O)c2c([nH]c1=O)CCCC2 returned CDK5 p35 inh -0.4, HTR5A ag 1, PKA-R1A act -7, phage Ecoli inh 1.1, Tat export inh 5, E coli growth -1.0, DAGLB inhibitor 2, HTR5A inv ctr -8, Mot1-301 SUMO -6, AddAB inh -0.8 and PKA-R2B act -3.

Bioassay records from PubChem.
